Screens from PubChem.
BAZ2B block – blocks human BAZ2B. Q9UIF8. AlphaScreen BAZ2B-H3K14Ac peptide displacement. Potency, µM (titrated, usually from 114 µM), for inactives: at the highest dose activity change, negative = inhibition, hits mostly inhibitors. 360,000 tested, 4.4% active. AID 504333; further: on the % scale 0 is the no-effect control and ±100 the full control effect; nearly all actives have a fitted effect of over 60% in size
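Complex of BAZ2B and biotin-H3K14Ac (50 nM apiece) forms over 30 min at RT, then faces library compounds up to 110 uM for another 30 min; AlphaScreen beads added, 20 min dark incubation, luminescence read.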
Anesthetic bind – binds horse apoferritin like a general anesthetic; AID 485281; Potency, µM (top dose mostly 77.5 µM), without a hit: at the top dose activity change, negative = displacement, most hits filed as inhibitors; 350,000 tested, 0.074% active; apoferritin/1-aminoanthracene competitive binding, fluorescence; P02791; further: on the % scale 0 is the no-effect control and ±100 the full control effect; nearly all actives have a fitted effect of over 20% in size
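Steps: apoferritin (10 uM) was premixed with half-saturated 1-AMA in PBS, compounds were pin-transferred, plates stood 10 min at room temperature, fluorescence was read at 380/535 nm, and curves were fitted with a Hill equation.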
POLB inh – blocks human DNA polymerase beta activity | Pol beta primer extension/strand displacement, fluorescence kinetic | Potency, µM (doses to about 114 µM), without a hit: at the highest dose activity change, negative = inhibition, most hits filed as inhibitors | 340,000 tested, 1.3% active; further: on the % scale 0 is the no-effect control and ±100 the full control effect
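Reaction started by 50 nM substrate onto compound-treated Pol beta (10 nM, 15 min preincubation, room temperature); plates read at 0 min and 10 min. Normalized concentration-effect data fitted by four-parameter Hill equation.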
G9a block – G9a (human) methyltransferase inhibition. Q96KQ7. G9a H3K9 monomethylation, AlphaScreen, 2 h. Potency, µM (top dose mostly 102 µM), inactives show top-dose activity, negative = inhibition, most hits filed as inhibitors. 350,000 tested, 8.8% active; further: on the % scale 0 is the no-effect control and ±100 the full control effect; nearly all actives have a fitted effect of over 75% in size
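G9a (20 nM) preincubated 15 min RT with compounds, then 500 nM biotinylated H3K9 peptide and 20 uM SAM added; 2 h RT reaction. Monomethyl-H3K9 product detected by AlphaScreen with anti-H3K9me1 antibody, streptavidin donor and anti-rabbit IgG acceptor beads.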
POLK inh – inhibitors of human DNA polymerase kappa; 400,000 tested, 0.53% active; Potency, µM (titrated, usually from 107 µM), inactives show at the top dose activity, negative = inhibition, hits mostly inhibitors; purified Pol kappa, fluorescent DNA synthesis assay, 10 min; Q9UBT6; further: on the % scale 0 is the no-effect control and ±100 the full control effect
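Pol kappa 10 nM + cpd, 15 min RT; start w/ substrate 50 nM final; fluorescence kinetic read, 0 and 10 min. Neg ctrl: buffer, no enzyme.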
APEX1 inh – inhibitors of human APE1 endonuclease. P27695. recombinant APE1, TAMRA/BHQ-2 abasic DNA cleavage fluorescence. Potency, µM (titrated, usually from 65.8 µM), inactives show at the top dose activity change, negative = inhibition, usual class: inhibitors. 350,000 tested, 0.35% active. AID 2517;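 further: plate controls were vehicle for no effect and reference inhibitor for full effect; nearly all actives have a fitted effect of over 55% in size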
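APE1 at 0.75 nM final was preincubated with compound 15 min at room temperature, then 50 nM double-stranded THF abasic-site substrate (5'-TAMRA/3'-BHQ-2) was added. Fluorescence (ex 525/em 598 nm) was read kinetically; third-minus-first read gave activity.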
POLH inh – blocks human DNA polymerase eta activity | recombinant Pol eta, fluorescent DNA replication assay | Potency, µM (series often up to 114 µM), without a hit: top-dose activity change, negative = inhibition, hits mostly inhibitors | 390,000 tested, 1.2% active | AID 588591; further: on the % scale 0 is the no-effect control and ±100 the full control effect
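Fluorescent replication assay: 50 nM final substrate added after a 15 min room-temperature compound preincubation with 10 nM enzyme. Signal taken at 0 min and again at 10 min.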
BLM inh – Bloom syndrome helicase (human) inhibition; P54132; recombinant BLM DNA unwinding, fluorescence dequenching; Potency, µM (highest dose often 56.1 µM), for the others: at the top dose activity change, negative = inhibition, actives largely listed as inhibitors; 350,000 tested, 0.2% active;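 further: plate controls were vehicle for no effect and no enzyme for full effect; nearly all actives have a fitted effect of over 35% in size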
Target sequence (P54132 whole entry, looked up): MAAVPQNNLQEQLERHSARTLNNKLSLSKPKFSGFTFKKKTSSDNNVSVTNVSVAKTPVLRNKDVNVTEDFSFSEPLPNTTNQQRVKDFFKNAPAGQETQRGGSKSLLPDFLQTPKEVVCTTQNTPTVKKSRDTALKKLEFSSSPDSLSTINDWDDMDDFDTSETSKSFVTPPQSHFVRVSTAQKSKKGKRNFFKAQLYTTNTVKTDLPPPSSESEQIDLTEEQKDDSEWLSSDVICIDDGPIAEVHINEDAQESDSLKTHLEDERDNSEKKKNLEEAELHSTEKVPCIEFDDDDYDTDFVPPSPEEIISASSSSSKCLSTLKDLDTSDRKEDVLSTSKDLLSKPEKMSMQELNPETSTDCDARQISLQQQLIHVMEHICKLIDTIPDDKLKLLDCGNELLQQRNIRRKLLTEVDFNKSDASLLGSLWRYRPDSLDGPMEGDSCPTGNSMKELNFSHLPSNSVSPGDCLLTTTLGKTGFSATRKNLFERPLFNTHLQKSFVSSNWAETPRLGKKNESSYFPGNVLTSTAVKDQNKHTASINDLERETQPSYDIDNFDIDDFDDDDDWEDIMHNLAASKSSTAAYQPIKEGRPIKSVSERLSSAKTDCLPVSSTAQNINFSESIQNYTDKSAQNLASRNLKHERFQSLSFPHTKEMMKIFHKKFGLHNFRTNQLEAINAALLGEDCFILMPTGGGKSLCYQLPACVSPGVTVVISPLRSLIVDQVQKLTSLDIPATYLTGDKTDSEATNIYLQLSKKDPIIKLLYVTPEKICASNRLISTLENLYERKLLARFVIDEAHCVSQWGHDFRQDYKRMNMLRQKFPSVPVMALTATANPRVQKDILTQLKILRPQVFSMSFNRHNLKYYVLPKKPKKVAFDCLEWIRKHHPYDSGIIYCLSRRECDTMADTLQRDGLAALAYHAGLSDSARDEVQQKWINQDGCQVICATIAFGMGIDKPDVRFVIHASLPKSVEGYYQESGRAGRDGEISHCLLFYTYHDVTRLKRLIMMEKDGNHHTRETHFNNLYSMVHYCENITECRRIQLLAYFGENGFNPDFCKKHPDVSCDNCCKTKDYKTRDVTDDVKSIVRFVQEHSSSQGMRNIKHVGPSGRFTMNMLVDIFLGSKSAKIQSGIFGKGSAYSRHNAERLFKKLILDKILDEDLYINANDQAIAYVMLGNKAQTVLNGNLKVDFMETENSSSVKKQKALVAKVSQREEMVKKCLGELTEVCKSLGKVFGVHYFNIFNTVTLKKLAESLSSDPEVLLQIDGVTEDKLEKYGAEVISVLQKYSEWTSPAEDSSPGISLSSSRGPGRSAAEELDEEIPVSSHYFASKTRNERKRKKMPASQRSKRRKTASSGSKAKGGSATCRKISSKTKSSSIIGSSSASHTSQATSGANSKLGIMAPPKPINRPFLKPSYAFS
POLI inh – DNA polymerase iota (human) inhibition; Q9UNA4; Pol iota fluorescent replication assay, 10 min; Potency, µM (top dose mostly 115 µM), inactives show top-dose activity, negative = inhibition, hits mostly inhibitors; 390,000 tested, 1% active
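Fluorescent replication assay read twice, at 0 min and 10 min after adding 50 nM (final) substrate. Enzyme (10 nM) and compounds were first incubated 15 min at room temperature; enzyme-free buffer wells were negative controls.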
An asterisk follows results filed as active; ? = inconclusive; nt = no result given; [ ] = dose if it differs, or a comment. The call rests on the fitted dose curve; in most records, active means well fitted curve in the direction sought with a large enough effect; inconclusive means small, poorly fitted or top-dose-only effect, or another doubt; inactive means no such curve, though single readings can be large; an effect the other way counts as inactive or inconclusive. Potency means the concentration at half of the fitted maximal effect.

[1] CN(C(=O)c1cccc(N2C(=O)C3C4C=CC(C4)C3C2=O)c1)C1CCCCC1 (stereo unspecified)
[2] Cc1cc(C)cc(NC(=O)CCCCCN2C(=O)[C@@H]3Cc4ccccc4CN3C2=O)c1
[3] CCOC(=O)C1CCN(C(=S)NC2CCCC2)CC1
[4] Cc1oc(-c2ccccc2F)nc1CS(=O)CC(=O)NC1CCCC1 (stereo unspecified)
[5] CCC(C)[C@H](NC(=O)N1CC(=O)Nc2ccccc21)C(=O)NC(C)CCc1ccccc1 (stereo partly specified)
[6] CC(=O)Nc1ccc(NC(=O)CN2CCN(c3cccc(C(F)(F)F)c3)CC2)cc1
[7] COc1ccc2c(Cl)c(C(=O)N/N=C/c3ccncc3)sc2c1
[8] CCOc1cc(C(Nc2cc(C)ccn2)c2ccc3cccnc3c2O)ccc1OC (stereo unspecified)
Assay by compound,1,2,3,4,5,6,7,8
BAZ2B block,3.0%,2.4%,-7.2%,-4.6%,?,-7.7%,2.2%,10µM*
Anesthetic bind,-16.6%,-5.3%,-3.1%,-11.5%,?,-13.8%,-11.5%,-6.7%
POLB inh,0.9%,17.1%,34.0%,?,0.4%,?,-6.5%,-0.4%
G9a block,23.2%,1.7%,-0.4%,?,?,35.8%[59 µM],34.2%,3.16µM*
POLK inh,-0.9%,-9.2%,-13.5%,0.0%,-2.7%,-13.4%,-23.4%,-19.8%
APEX1 inh,15.3%,15.9%,-1.6%,-18.2%,62.2%[activator],-4.7%,-1.5%,nt
POLH inh,-0.6%,-25.7%,-6.9%,-14.2%,-16.4%,-10.9%,-2.8%,-21.4%
BLM inh,-0.9%,-1.7%,-1.8%,0.5%,1.8%,-5.0%,-7.6%,-6.3%
POLI inh,19.5%,24.6%,23.4%,35.3%[activator],25.6%,28.3%,-16.3%,48.8%[activator]

[9] Cc1cc(OCC(=O)N(Cc2ccc(N(C)C)cc2)CC2CCCO2)ccc1Cl (stereo unspecified)
[10] O=C(NCCCN1CCCC1=O)c1ccc(Cl)c(Cl)c1
[11] Cc1ccc2oc(=O)c(-c3ccc(O)cc3)c(C)c2c1
[12] C=CCN(CC=C)C(=S)Nc1ccc2nsnc2c1
[13] CC(C)CNS(=O)(=O)c1cc(C(=O)N2CCOCC2)c(Cl)cc1Cl
[14] O=[N+]([O-])c1cccc(/C(=N/N=C/c2ccccc2Br)C23CN4CN(CN(C4)C2)C3)c1
[15] O=C(O)c1cccc(N2C(=O)Nc3ccccc3N2O)c1
[16] Cc1cc(-c2nnco2)c(C)n1-c1ccc(F)cc1
Assay by compound,9,10,11,12,13,14,15,16
BAZ2B block,28.2µM*,0.9%,3.8%,-11.4%,12.7%,-4.0%,-8.2%,-31.9%
Anesthetic bind,-11.2%,-3.3%,nt,24.5%,-12.8%,-14.9%,-5.2%,-13.1%
POLB inh,9.9%,26.5%,nt,-29.6%,1.7%,43.0%,37.8%,5.6%
G9a block,12.6µM*,2.8%,?,17.8µM*,7.8%[59 µM],28.1%,-16.3%[59 µM],-5.1%[59 µM]
POLK inh,6.7%,-3.6%,-12.6%,5.1%,-19.9%,0.0%,-13.0%,-8.8%
APEX1 inh,nt,-3.0%,-2.0%,-11.6%,12.3%,3.7%,2.8%,-0.8%
POLH inh,-16.8%,-21.3%,-13.2%,4.1%,-8.5%,-9.4%,-17.9%,-6.8%
BLM inh,-4.6%,10.2%,nt,3.55µM*,-0.8%,-1.3%,-0.1%,-0.5%
POLI inh,13.5%,117.6%[activator],?,?,9.7%,-11.4%,8.3%,8.2%

A different layout for part of the listing above:
4) Cc1oc(-c2ccccc2F)nc1CS(=O)CC(=O)NC1CCCC1 (stereo unspecified)
  BAZ2B block: -4.6% | Anesthetic bind: -11.5% | POLB inh: ? | G9a block: ? | POLK inh: 0.0% | APEX1 inh: -18.2% | POLH inh: -14.2% | BLM inh: 0.5% | POLI inh: 35.3%[activator]
14) O=[N+]([O-])c1cccc(/C(=N/N=C/c2ccccc2Br)C23CN4CN(CN(C4)C2)C3)c1
  BAZ2B block: -4.0% | Anesthetic bind: -14.9% | POLB inh: 43.0% | G9a block: 28.1% | POLK inh: 0.0% | APEX1 inh: 3.7% | POLH inh: -9.4% | BLM inh: -1.3% | POLI inh: -11.4%
11) Cc1ccc2oc(=O)c(-c3ccc(O)cc3)c(C)c2c1
  BAZ2B block: 3.8% | Anesthetic bind: nt | POLB inh: nt | G9a block: ? | POLK inh: -12.6% | APEX1 inh: -2.0% | POLH inh: -13.2% | BLM inh: nt | POLI inh: ?
6) CC(=O)Nc1ccc(NC(=O)CN2CCN(c3cccc(C(F)(F)F)c3)CC2)cc1
  BAZ2B block: -7.7% | Anesthetic bind: -13.8% | POLB inh: ? | G9a block: 35.8%[59 µM] | POLK inh: -13.4% | APEX1 inh: -4.7% | POLH inh: -10.9% | BLM inh: -5.0% | POLI inh: 28.3%

More results
[17] CCOc1cc(/C=N/NC(=O)CSc2nncn2C)ccc1OCC(N)=O
[18] COc1ccc(NC(=O)c2ccc3c(c2)OCO3)cc1
[19] Cc1ccc2nc(SCC(=O)Nc3ccc4c(c3)OCO4)nc(=O)n2c1
[20] Cc1ccc2nc(NC(=S)NC(=O)c3cccs3)sc2c1
[21] CN(C(=O)c1ccccn1)c1nnc(-c2cccnc2)s1
[22] CC(C)(C)n1nnnc1C(c1cccnc1)N1CCN(C2CCCCC2)CC1 (stereo unspecified)
[23] O=C(NCCc1ccccc1)C(=O)NCCC1CCCCN1S(=O)(=O)c1ccccc1 (stereo unspecified)
[24] COCCn1c(C)cc(/C=N/NC(=O)c2cccnc2)c1C
Assay by compound,17,18,19,20,21,22,23,24
BAZ2B block,-0.6%,-12.8%,0.1%,-4.8%,?,-4.8%,8.3%,?
Anesthetic bind,4.1%,-3.7%,nt,-19.9%,39.3%[activator],-0.2%,nt,-1.5%
POLB inh,20.3%,9.6%,nt,14.1%,-1.9%,-5.8%,nt,69.5%[activator]
G9a block,10.1%,-0.9%,9.4%,19.7%,-10.0%[59 µM],18.9%,11.9%[0.501 µM],?
POLK inh,-2.6%,-8.7%,-12.0%,1.9%,4.3%,-2.3%,-5.8%,-13.6%
APEX1 inh,-7.4%,2.9%,5.7%,-2.6%,-1.5%,-2.5%,11.1%,16.4%
POLH inh,-8.4%,-15.4%,-3.8%,-11.5%,-0.8%,-6.3%,-4.4%,-18.8%
BLM inh,-1.0%,-9.5%,nt,0.4%,2.7%,2.3%,nt,-2.9%
POLI inh,-12.5%[58.9 µM],12.0%,2.2%,?,6.0%,7.9%,33.1%[activator],142.5%[activator]

[25] CCCCN1C(=O)C2C(c3ccc(OC)cc3O)NC(CC(C)C)(C(=O)O)C2C1=O (stereo unspecified)
[26] Oc1ccccc1N1CCN(c2ncnc3scc(-c4ccccc4)c23)CC1
[27] Cc1cc(C(=O)NNS(=O)(=O)c2cccc(Cl)c2)nn1C(C)(C)C
[28] Cc1ccc(NC(=O)CNC(=O)c2cccs2)cc1S(=O)(=O)Nc1ccc(Cl)cc1
[29] COc1ccc(C(=O)Nc2cc(C)nn2-c2cccc(F)c2)cc1OC
[30] O=C1N(Cc2cccnc2)C[C@@H]2C[C@@H](c3cccc(OC4CCCC4)c3)N3CCC[C@@]123
[31] C[C@@H]1O[C@H](O[C@@H]2[C@H](C)O[C@H](O[C@@H]3[C@H](C)O[C@H](O[C@H]4CC[C@]5(C)[C@@H](CC[C@@H]6[C@H]5C[C@@H](O)[C@]5(C)[C@@H](C7=CC(=O)OC7)CC[C@]65O)C4)C[C@@H]3O)C[C@@H]2O)C[C@H](O)[C@@H]1O
[32] Cc1ccc(C(=O)O)cc1-c1ccc(/C=C2\SC(=O)N(CC(=O)Nc3ccc4c(c3)OCO4)C2=O)o1
Assay by compound,25,26,27,28,29,30,31,32
BAZ2B block,5.7%,-24.6%,-3.4%,-37.4%,11.1%,?,nt,11.2µM*
Anesthetic bind,-9.1%,-10.6%,-11.3%,?,1.6%,-15.3%,0.6%[29.3 µM],-6.7%
POLB inh,37.9%,12.9%,1.4%,-21.8%,17.6%,12.4%,nt,?
G9a block,-19.7%,?,10.1%,-38.2%[59 µM],15.4%,-1.2%[12.7 µM],26.2%[21.5 µM],15.8µM*
POLK inh,-0.7%,-11.4%,-1.0%,-1.3%,-23.8%,-4.8%,-3.5%[12 µM],28.2µM*
APEX1 inh,12.4%,-6.8%,-2.9%,8.2%,-0.3%,-0.4%,-1.4%[21 µM],7.52µM*
POLH inh,2.6%,-20.9%,-17.4%,-1.7%,-6.9%,-8.4%,nt,4.47µM*
BLM inh,-1.0%,-10.2%,-0.1%,-12.3%,0.7%,-4.9%,2.8%[21.4 µM],25.1µM*
POLI inh,-13.8%,34.9%[activator],33.7%,88.0%[activator],1.1%,22.7%,nt,?

[33] CCC1CCCCN1C(=O)c1c(-c2ccccc2)noc1C (stereo unspecified)
[34] COc1ccccc1-c1ccc(/C=C2/C=C(CC(C)C)OC2=O)o1
[35] CCOc1ccc(C(=O)NC2C(=O)N3C(C(=O)O)=C(COC(C)=O)CSC23)cc1OCC (stereo unspecified)
[36] CC(=O)OC1=C(C(C)=O)N(Cc2ccccc2)S(=O)(=O)c2ccccc21
[37] COc1cnn(-c2ccc(C)cc2)c(=O)c1Cl
[38] Cc1ccc(C(=O)OCC(=O)NC2CCCCC2)cc1S(=O)(=O)N1CCCCC1
[39] O=C(COC(=O)c1ccc([N+](=O)[O-])o1)Nc1ccc(Br)cc1F
[40] COC(=O)Cn1cc(C#N)c2ccccc21
Assay by compound,33,34,35,36,37,38,39,40
BAZ2B block,0.0%,39.8µM*,-1.1%,?,-4.5%,-3.5%,nt,0.4%
Anesthetic bind,-4.3%,0.0%,nt,-12.3%,5.3%,nt,nt,2.9%
POLB inh,17.2%,25.1µM*,nt,18.8%,10.1%,nt,nt,?
G9a block,3.9%[59 µM],10µM*,?,?,7.8%,12.7%[59 µM],nt,10µM*
POLK inh,2.0%,-13.5%,-33.0%,-2.3%,8.7%,-2.9%,-14.5%,0.5%
APEX1 inh,-1.9%,16.5%,24.4%,nt,-3.1%,-38.7%,-43.8%,-3.3%
POLH inh,2.3%,-23.0%,20µM*,-6.4%,-12.8%,-16.0%,-9.0%,1.8%
BLM inh,-8.5%,-3.6%,nt,-1.9%,0.0%,nt,nt,-1.5%
POLI inh,8.8%,?,25.1µM*,-1.5%,26.0%,-7.3%,-18.4%,11.6%

A portion of the library; rates above refer to the full screens.
